USP1 inh: Inhibitors of USP1/UAF1: Primary Screen | AID 743255, 2014 | Ubiquitin carboxyl-terminal hydrolase 1 (Homo sapiens), O94782 | recombinant USP1/UAF1, Ub-Rhodamine cleavage fluorescence | Potency, µM (doses to about 57.1 µM), without a hit: top-dose activity change, negative = inhibition, usual class: inhibitors | 390,000 compounds, 0.23% hits; also: % is scaled to controls: 0 for no effect and ±100 for the full control effect; nearly all actives have a fitted effect of over 60% in size; inactives centre near -12
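USP1/UAF1 complex at 1 nM was preincubated with compound for 15 min at room temperature, then Ub-Rho substrate (150nM final) was added. Fluorescence (480/540 nm) was read kinetically, 6 reads every 60 seconds.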
Vif-APOBEC3G blk: qHTS for Inhibitors of Vif-A3G Interactions: qHTS. DNA dC->dU-editing enzyme APOBEC-3G (Homo sapiens), Q9HC16. HeLa A3G-eYFP + Vif (tagged APOBEC3G with the HIV-1 protein that degrades it), YFP fluorescence, overnight. Potency, µM (top dose mostly 46.1 µM), inactives show top-dose activity, negative = active, most hits filed as inhibitors. 410,000 compounds, 0.076% hits. AID 602310, 2012;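 also: % is scaled to controls: 0 for no effect and ±100 for the full control effect; nearly all actives have a fitted effect of over 60% in size; hits raise eYFP signal because A3G escapes Vif-driven loss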
Target sequence (Q9HC16 whole entry, looked up): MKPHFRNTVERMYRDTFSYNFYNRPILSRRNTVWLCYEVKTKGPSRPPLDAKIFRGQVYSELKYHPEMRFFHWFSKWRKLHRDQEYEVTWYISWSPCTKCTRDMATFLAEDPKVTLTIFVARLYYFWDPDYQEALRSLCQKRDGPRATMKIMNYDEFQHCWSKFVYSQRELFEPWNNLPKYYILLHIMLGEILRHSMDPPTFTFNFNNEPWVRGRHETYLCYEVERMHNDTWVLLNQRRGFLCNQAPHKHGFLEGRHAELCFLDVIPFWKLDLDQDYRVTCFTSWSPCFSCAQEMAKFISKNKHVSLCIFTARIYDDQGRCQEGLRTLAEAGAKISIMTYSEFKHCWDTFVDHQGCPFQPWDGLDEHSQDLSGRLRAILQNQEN
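HeLa cells stably expressing Vif and C-terminally eYFP-tagged A3G, seeded overnight at 37 deg C, then exposed to compound by pintool overnight at 37 deg C. Rise in yellow fluorescence (Ex 488/Em 500-530, Acumen) marks blocked Vif-driven A3G degradation.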
RXFP1 agonist: qHTS Assay for Agonists of the Relaxin Receptor RXFP1; Potency, µM (titrated, usually from 57.5 µM), without a hit: at the highest dose activation, actives largely listed as activators; HEK293T-RXFP1 cAMP TR-FRET, 30 min; response scale: percent of porcine relaxin response, buffer zero; Relaxin receptor 1 (Homo sapiens), Q9HBX9; 370,000 compounds, 0.3% hits; also: % is scaled to controls: 0 for no effect and ±100 for the full control effect; nearly all actives have a fitted effect of over 60% in size; many of its hits are not listed in these tables
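HEK293T cells stably expressing RXFP1 were pretreated with the PDE4 inhibitor Ro 20174, exposed to compounds for 30 min at 37C, lysed, and cAMP was read by TR-FRET. Data normalized to buffer (basal) and 29 nM porcine relaxin (100%).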
TrxR1 substrate: qHTS Assay for Substrates of Mammalian Selenoprotein Thioredoxin Reductase 1 (TrxR1): qHTS | Thioredoxin reductase 1, cytoplasmic (Rattus norvegicus), O89049 | purified TrxR1 substrate turnover, NADPH consumption readout | Potency, µM (titrated, usually from 114 µM), without a hit: top-dose activity change, negative = substrate turnover | AID 588456, 2011 | 390,000 compounds, 0.01% hits; also: % is scaled to controls: 0 for no effect and ±100 for the full control effect; nearly all actives have a fitted effect of over 50% in size
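Rat TrxR1, dispensed at 90 nM, was prereduced with 400 uM NADPH (final) for 5 min at ~22 deg C, then incubated with compound 15 min before 400 uM selenite. A first-read NADPH fluorescence drop versus no-compound background flagged substrates.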
RGS4 inh: Inhibitors of Regulator of G Protein Signaling (RGS) 4: qHTS; Transcreener GDP fluorescence polarization, RGS4-accelerated GTP hydrolysis; Potency, µM (highest dose often 114 µM), inactives show at the top dose activity change, negative = inhibition, most hits filed as inhibitors; 390,000 compounds, 0.039% hits; also: % is scaled to controls: 0 for no effect and ±100 for the full control effect; nearly all actives have a fitted effect of over 75% in size; some results filed as inactive show a strong effect at the top dose
Target sequence (P49798 whole entry, looked up): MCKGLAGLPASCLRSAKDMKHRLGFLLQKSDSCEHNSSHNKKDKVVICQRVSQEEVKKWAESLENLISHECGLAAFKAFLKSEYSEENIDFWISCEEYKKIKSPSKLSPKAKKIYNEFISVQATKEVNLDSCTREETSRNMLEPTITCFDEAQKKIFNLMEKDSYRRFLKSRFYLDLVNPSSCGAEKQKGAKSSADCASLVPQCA
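MLSMR compounds (23 nl, pin-transferred) preincubated 10 min at room temperature with a 500nM (2x) first reagent, then RGS4 at 900nM (2x) plus Transcreener GDP mix added; fluorescence polarization (620/688 nm) read before and after 90 min at 30 °C.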
12-LOX inh: Primary qHTS assay for inhibitors of human arachidonate 12S-lipoxygenase (ALOX12): Round 2 | Potency, µM (highest dose often 108 µM), inactives show top-dose activity change, negative = inhibition, most hits filed as inhibitors | purified 12hLO, xylenol orange hydroperoxide absorbance | 580,000 compounds, 1.1% hits | Polyunsaturated fatty acid lipoxygenase ALOX12 (Homo sapiens), P18054 | AID 1671190, 2021; also: % is scaled to controls: 0 for no effect and ±100 for the full control effect
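Hydroperoxide product was detected by ferrous iron/xylenol orange as the 573 to 405 nm absorbance ratio. Arachidonic acid at 40 uM (final) was turned over for 30 min at room temperature by 150 nM human 12hLO, pH 7.0 Hepes buffer, after 15 min compound preincubation.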
Vif-APOBEC3F blk: qHTS for Inhibitors of Vif-A3F Interactions: qHTS; 390,000 compounds, 0.2% hits; Potency, µM (top dose mostly 46.1 µM), without a hit: top-dose activity, negative = active; HeLa A3F-eYFP + Vif (tagged APOBEC3F with the HIV-1 protein that degrades it), YFP fluorescence increase; also: % of control where 0% means no effect; nearly all actives have a fitted effect of over 65% in size
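HeLa cells stably expressing Vif plus C-terminally eYFP-tagged A3F were seeded, incubated overnight at 37 deg C, dosed with compound, incubated overnight again at 37 deg C. Yellow fluorescence (Ex 488/Em 500-530) reported blocked Vif-mediated A3F-eYFP degradation.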
IDH1 R132H inh: qHTS for Inhibitors of mutant isocitrate dehydrogenase 1 (IDH1): qHTS. Isocitrate dehydrogenase [NADP] cytoplasmic (Homo sapiens), O75874. IDH1-R132H enzyme, NADPH consumption, diaphorase/resazurin fluorescence. Potency, µM (series often up to 76.6 µM), for inactives: at the highest dose activity change, negative = inhibition, usual class: inhibitors. 390,000 compounds, 0.093% hits. AID 602179, 2012; also: % is scaled to controls: 0 for no effect and ±100 for the full control effect; nearly all actives have a fitted effect of over 65% in size
Target sequence (O75874 whole entry R132H, stated change not applied): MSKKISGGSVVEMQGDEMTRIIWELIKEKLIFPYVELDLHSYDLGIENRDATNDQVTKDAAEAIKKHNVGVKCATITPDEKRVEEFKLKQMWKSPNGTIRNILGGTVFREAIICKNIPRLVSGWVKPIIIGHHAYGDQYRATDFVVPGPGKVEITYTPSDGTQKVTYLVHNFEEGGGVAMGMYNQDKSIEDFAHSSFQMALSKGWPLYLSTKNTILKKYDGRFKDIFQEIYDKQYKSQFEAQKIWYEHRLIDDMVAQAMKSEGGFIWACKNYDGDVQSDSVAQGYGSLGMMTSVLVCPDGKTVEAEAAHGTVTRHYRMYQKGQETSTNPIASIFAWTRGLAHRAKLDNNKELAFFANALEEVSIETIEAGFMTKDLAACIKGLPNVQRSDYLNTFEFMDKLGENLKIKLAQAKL
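IDH1-R132H (0.5 ug/mL dispensed) in pH 7.5 Tris buffer was preincubated 30 min with compound, then given a substrate mix of 0.016 mM NADPH and 2 mM alpha-KG for 80 min at room temperature; remaining NADPH was read by diaphorase/resazurin fluorescence.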
rTrxR1 inhibitor: qHTS Assay for Inhibitors of Mammalian Selenoprotein Thioredoxin Reductase 1 (TrxR1): qHTS; Thioredoxin reductase 1, cytoplasmic (Rattus norvegicus), O89049; recombinant rTrxR1, NADPH fluorescence consumption, selenite substrate; Potency, µM (highest dose often 114 µM), for inactives: at the highest dose activity change, negative = inhibition, most hits filed as inhibitors; 390,000 compounds, 1% hits; also: % is scaled to controls: 0 for no effect and ±100 for the full control effect; nearly all actives have a fitted effect of over 65% in size
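Rat TrxR1 (90 nM in the dispensed reagent) was pre-reduced with 400 uM NADPH for 5 min at room temperature, then incubated with compound for 15 min. After 400 uM selenite was added, NADPH fluorescence (Ex 340/Em 450 nm) was followed for 8 min.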
The depositor's hits bear a star; ? = inconclusive; . = not tested or not shown; [ ] = another dose, or the depositor's remark. Calls follow the shape of the dose curve; as a rule, active = well fitted curve in the direction sought with a large enough effect; inconclusive = small, poorly fitted or top-dose-only effect, or another doubt; inactive = no such curve, though single readings can be large; an effect the other way counts as inactive or inconclusive. Potency is read from the fitted curve at half-maximal effect. An excerpt (hit frequency here may not be typical).

| Molecule | USP1 inh | Vif-APOBEC3G blk | RXFP1 agonist | TrxR1 substrate | RGS4 inh | 12-LOX inh | Vif-APOBEC3F blk | IDH1 R132H inh | rTrxR1 inhibitor |
| --- | --- | --- | --- | --- | --- | --- | --- | --- | --- |
| Cc1nc(NC(=S)NC(=O)c2cccs2)sc1C(=O)N(C)C | -2% | 2% | 0.3% | -12% | -34% | ? | -10% | 7% | -22% |
| CNc1nc2c(N)ncnc2n1[C@H]1O[C@@H](CO)[C@H](O)[C@@H]1O | -4% | 1% | ? | -6% | 32% | 7% | 1% | 3% | 5% |
| c1ccc(NCc2ccccn2)cc1 | -1% | 1% | 2.1% | -7% | -5%[56.9 µM] | -3% | 1% | 0% | 19% |
| Cc1ccc(N(Cc2ccco2)C(=O)c2ccc(N3CCCCC3)c([N+](=O)[O-])c2)cc1 | -15% | 2% | -1.6% | -9% | -9% | -4% | -1% | 7% | 7% |
| CCOC(=O)C[n+]1ccc2c([nH]c3ccccc32)c1C | -12% | 0% | 17% | 139%[activator][57.1 µM] | -19% | 0% | 14% | 3% | 21%[57.1 µM] |
| CCNc1nc(Cl)nc(NCc2ccccc2)n1 | 0% | 2% | 0.2% | -10% | 9% | 10% | -1% | 4% | -5% |
| CCC1SC(CC)C(=O)N(CC(=O)NC2CCCCC2)C1=O (stereo not given) | -6% | -3% | 2.2% | -8%[57.1 µM] | -4% | -2% | 1% | 10% | 28%[57.1 µM] |
| CCN(C[C@H]1N[C@@](CC)(C(=O)OC)[C@H]2C(=O)N(Cc3ccccc3)C(=O)[C@@H]12)C(=O)COC | -28% | 2% | . | 5% | -5% | -25% | -5% | 1%[38.3 µM] | 7% |
| Cn1c(NC(=O)C(C)(C)Oc2ccc(Cl)cc2)cc(=O)n(C)c1=O | 1% | -2% | -0.1% | -5% | 8% | ? | -1% | -10% | 12% |
| COc1cc(C)nc(Oc2ccc(=O)n(C)n2)n1 | -6% | 4% | 0.2% | 17% | 28% | 496%[activator] | 2% | 5% | 29% |
| CCN(CC(=O)Nc1c(F)cccc1F)C(=O)/C=C/c1ccc2ccccc2n1 | ? | -4% | 0.5% | -1% | ? | 32µM* | 0% | 0% | -15% |
| COc1ccc(N(C)S(=O)(=O)c2ccc3c(c2)n(C)c(=O)c(=O)n3C)cc1 | ? | 1% | 13% | -5% | 8% | -17% | -1% | 15% | -3% |
| CCOc1ccc(C(=O)Oc2c(Sc3ccccc3)c(C)nn2C(C)(C)C)cc1OCC | -21% | 3% | -0.6% | -6% | 21% | -16% | -4% | -4% | 25% |
| C=C(C)C(=O)Nc1cccc(C2=NOC3(C2)C[C@H](C(N)=O)N(C(=O)c2ccccc2)C3)c1 (stereo not given in full) | 56%[activator] | 2% | 3.3% | 11%[57.1 µM] | -28% | -14% | -5% | -8% | 22%[57.1 µM] |
| Cc1ccc(S(=O)(=O)N2CCN(c3ccccc3)CC2)cc1C | -19% | 1% | -0.9% | 10%[57.1 µM] | -11% | 22% | 7% | 4% | 17%[57.1 µM] |
| N/C(=N\c1nc2ccccc2o1)NC(=O)c1ccccc1F | -21% | -7% | 1.1% | 9%[57.1 µM] | -1%[11.4 µM] | 116%[activator] | ? | 2% | 23%[57.1 µM] |
| Cc1noc(-c2ccc(NC(C)c3ccccc3)c([N+](=O)[O-])c2)n1 (stereo not given) | -19% | 1% | 6.8% | -9% | -6% | -21% | -3% | 8% | -1% |
| O=S(=O)(Nc1ccc(N2CCCCC2)cc1)c1ccccc1 | -1% | -3% | -0.6% | 2% | -9% | 5% | 8% | 3% | 3% |
| CN(C(=O)c1c2c(nc3ccccc13)C(=O)N(C1CCCCC1)C2)c1ccc(F)cc1 | ? | -2% | -0.4% | -1%[57.1 µM] | 28% | -29% | -1% | -7% | 15%[57.1 µM] |
| O=S(=O)(c1ccccc1)N1CCC(c2ccncc2)CC1 | -2% | -11% | -0.8% | 1%[57.1 µM] | -11% | -24% | 2% | -7% | 11%[57.1 µM] |
| COc1ccc(CNCc2ccc3ccccc3c2)c(OC)c1 | 4% | 1% | 2.1% | -8% | 10% | ? | 1% | 5% | -11% |
| CC(C)(CN1CCNCC1)NS(=O)(=O)c1ccc(Cl)cc1 | -2% | 3% | 1.8% | 2% | 20% | ? | -2% | -5% | -16% |
| COc1ccc(N2CCN(C(=O)c3ccc4c(c3)N(Cc3cccc(Cl)c3)C(=O)c3ccccc3S4(=O)=O)CC2)cc1 | 6% | -5% | 0.3% | -3%[57.1 µM] | 10% | -15% | 2% | 0% | 17%[57.1 µM] |
| Cc1cccc(C(=O)NCC(c2ccco2)S(=O)(=O)c2cccs2)c1 (stereo not given) | ? | 1% | -0.7% | 2%[57.1 µM] | -3% | 0% | 0% | -3% | -6%[57.1 µM] |
| COc1ccc(C2CC(=O)c3cnc(NC(=O)c4ccco4)nc3C2)cc1 (stereo not given) | 0% | 1% | -0.1% | 2% | -14% | -3% | -14% | 5% | 9% |
| CCCS(=O)(=O)N1CCC(C(=O)N2CCN(Cc3ccccc3)CC2)CC1 | -19% | 8% | -0.7% | -8% | -1% | 5% | -8% | 7% | -19% |
| COc1ccc(CCNC(=O)Cn2nc(C)c3c(C)n(-c4ccccc4)nc3c2=O)c(OC)c1 | -22% | 0% | 2.2% | 1% | 0% | 38%[activator] | -6% | -8% | 17% |
| N#CC1(P(=O)(c2ccccc2)c2ccccc2)CC1 | -16% | 1% | 0.7% | 9%[57.1 µM] | 27% | 0% | 4% | 3% | 12%[57.1 µM] |
| O=C(NNc1ccccn1)C(=O)NNS(=O)(=O)c1ccc(Cl)cc1 | -8% | -4% | 1.4% | -7% | 15% | -4% | 2% | 2% | ? |
| CCOc1ccc(N2C(=O)Nc3ccccc3C2(O)C(=O)NCc2ccc(F)cc2)cc1 (stereo not given) | -7% | 4% | -2.5% | 7%[57.1 µM] | 5% | 0% | 4% | 6% | 23%[57.1 µM] |
| Cc1cccc(N2CCN(C(=O)c3ccc(Cl)c(NC4=NC5CS(=O)(=O)CC5S4)c3)CC2C)c1 (stereo not given) | -11% | -1% | 0.3% | 4% | -1%[56.9 µM] | 6% | 4% | -6% | 17% |
| C/C(=N\Nc1nnc(-c2ccccc2)c(-c2ccccc2)n1)c1cccc([N+](=O)[O-])c1 | -15% | 3% | 1.3% | -2% | -20% | 5% | -11% | 3% | 5% |
| CS(=O)(=O)c1ccc2nc(NC(=O)C3=NN(c4ccccc4)C(=O)CC3)sc2c1 | -11% | 1% | 0.4% | -12% | 9%[56.9 µM] | -1% | -3% | -13% | 2% |
| O=C(NNC1CC(=O)N(c2cccc(Cl)c2)C1=O)c1cccnc1 (stereo not given) | 4% | -2% | 0.5% | -7% | -28% | 6% | 0% | 5% | -9% |
| CNC(=O)N(C1=NCC(C)(C)S1)c1ccc(F)c(Cl)c1 | -11% | ? | 1.3% | 5%[57.1 µM] | -5% | -7% | -6% | -1% | 30%[57.1 µM] |
| Cc1ccc(NC(=O)Cn2c(=O)cnc3ccccc32)cc1S(=O)(=O)N1CCOCC1 | -13% | 0% | 0.6% | 11% | -41% | 185%[activator] | -9% | 6% | 14% |
| CCOC(=O)CSc1nc2ccc(C)cc2n2cnnc12 | -7% | -12% | 24% | 5% | -16% | 5% | -19% | 9% | -4% |
| O=C(CCCC(=O)N(c1ccc(F)cc1)C(C(=O)NC1CCCC1)c1ccc(O)cc1)Nc1ccccn1 (stereo not given) | -8% | -6% | 0.3% | -2% | 39% | -7% | 8% | -11% | 11% |
| O=C(Nc1nnc(-c2cccs2)o1)c1ccco1 | -24% | -5% | -0.2% | -11% | 13% | 1% | 2% | 11% | -8% |
| CCn1c(=O)c2sccc2n(Cc2cccc(C)c2)c1=O | -16% | -6% | 1.4% | -1% | -3% | ? | -13% | 2% | 25% |
| c1ccc(-c2nccc(-c3ccc(-n4cnc5ccccc54)cc3)n2)cc1 | ? | 0% | 0.3% | 11%[57.1 µM] | -10%[11.4 µM] | -35% | ? | 5% | -6% |
| Fc1ccc(-c2ccc(CNCCSc3nnnn3-c3ccccc3)o2)cc1Cl | -2% | 3% | -2.1% | -9% | -4% | ? | -2% | 3% | 13% |
| Cc1cc(C)c2c(C)c(C(=O)N3CCC(c4nc5ccccc5s4)CC3)oc2c1 | -22% | -14% | 0.3% | 2% | -6% | -30% | 1% | -5% | 32%[activator] |

Assay outcomes as filed in PubChem BioAssay.
